# GLP-1R agonist – GLP-1 receptor (human) agonism; HEK293 GLP-1R CRE-luciferase, luminescence, 4-6 h; cells express a hypersensitive GLP-1R form; Potency, µM (series often up to 45.6 µM), without a hit: at the top dose activation, usual class: activators; hit rate 0.007% among 380,000; AID 624172; further: potency means the concentration at half of the fitted maximal effect; % of control where 0% means no effect
# Target sequence (P43220 whole entry, looked up): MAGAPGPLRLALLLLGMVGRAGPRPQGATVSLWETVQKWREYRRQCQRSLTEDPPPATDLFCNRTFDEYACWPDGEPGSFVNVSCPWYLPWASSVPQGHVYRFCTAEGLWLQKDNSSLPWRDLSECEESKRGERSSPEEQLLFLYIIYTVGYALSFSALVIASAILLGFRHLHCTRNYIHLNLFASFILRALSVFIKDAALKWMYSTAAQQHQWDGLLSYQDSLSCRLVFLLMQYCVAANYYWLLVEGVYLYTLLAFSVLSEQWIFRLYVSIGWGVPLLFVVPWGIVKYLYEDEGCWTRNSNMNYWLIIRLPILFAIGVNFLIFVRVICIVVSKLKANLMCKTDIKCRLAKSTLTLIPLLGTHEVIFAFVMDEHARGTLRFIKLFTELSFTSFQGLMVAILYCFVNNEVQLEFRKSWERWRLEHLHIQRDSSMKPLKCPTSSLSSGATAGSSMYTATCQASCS
# DRD3 antagonist – D3 dopamine receptor (human) antagonism. P35462. max response, negative = inhibition, %. hit rate 2.5% among 360,000. D3R cells, DiscoveRx beta-arrestin luminescence, antagonist mode; hits give low values; in the data active means max response below about -50%; inconclusive means no clear call, values can overlap the other calls; further: on the % scale 0 is the no-effect control and ±100 the full control effect; mostly tested at two doses, the higher about 12 µM
# Target sequence (P35462 whole entry, looked up): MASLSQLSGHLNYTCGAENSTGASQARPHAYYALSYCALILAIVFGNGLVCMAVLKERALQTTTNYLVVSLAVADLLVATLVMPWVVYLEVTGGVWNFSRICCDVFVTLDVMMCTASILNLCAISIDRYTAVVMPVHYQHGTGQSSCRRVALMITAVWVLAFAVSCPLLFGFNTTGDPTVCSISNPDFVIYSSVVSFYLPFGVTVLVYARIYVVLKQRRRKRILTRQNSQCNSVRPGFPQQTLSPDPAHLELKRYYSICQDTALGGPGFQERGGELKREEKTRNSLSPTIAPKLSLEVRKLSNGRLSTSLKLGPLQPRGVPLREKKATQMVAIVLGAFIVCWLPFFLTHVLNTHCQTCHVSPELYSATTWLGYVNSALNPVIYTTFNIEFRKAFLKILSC
#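 Cells plated overnight at 1500 cells/well, then exposed to library compounds with dopamine controls for 90 minutes at 37 degrees C. DiscoveRx reagent added for 30–60 minutes at room temperature; luminescence read, quantitative HTS format.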
# GLP1R inv ag – GLP-1 receptor (human) inverse agonism; P43220; HEK293 GLP-1R CRE-luciferase, luminescence, 24 h; GLP-1R form is constitutively active; hit rate 1.6% among 410,000; AID 624417; Potency, µM (top dose mostly 38.3 µM), for the others: top-dose activity change, negative = inhibition, actives largely listed as inhibitors; further: potency means the concentration at half of the fitted maximal effect; on the % scale 0 is the no-effect control and ±100 the full control effect; nearly all actives have a fitted effect of over 55% in size
#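 Readout was luciferase luminescence, measured 12 min after detection reagent at room temperature. Beforehand, GLP-1R reporter HEK293 cells had sat 12 h, then received compounds for 24 hr at 37 deg C.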
# DRD3 agonist – D3 dopamine receptor (human) agonism | P35462 | D3R DiscoveRx beta-arrestin cells, luminescence, 90 min | max activation, % | hit rate 0.58% among 410,000 | AID 652048; in the data active means max activation above about 30%; further: 0% is about no effect; mostly tested at two doses, the higher about 12 µM
#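 Agonist mode: compounds and dopamine controls were applied to plated cells for 90 min at 37 degrees C after an overnight attachment at 1500 cells/well. Luminescent read-out followed 30 - 60 minutes at room temperature with DiscoveRx detection reagent.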
# PTHR1 ag – activates the human parathyroid hormone receptor PTHR1 | Q03431 | HEK293 GP2 PTHR1 cells, GloSensor cAMP luminescence, 1 h | Potency, µM (highest dose often 115 µM), for the others: at the top dose activation, usual class: activators | hit rate 0.075% among 410,000 | AID 743266; further: potency means the concentration at half of the fitted maximal effect; nearly all actives have a fitted effect of over 55% in size; some results filed as inactive show a strong effect at the top dose; inactives centre near -15; many of its hits are not listed in these tables
#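 HEK-293-derived GP2 cells expressing PTHR1 and a GloSensor cAMP reporter, 3,000/well, plated overnight, given luciferin plus IBMX (each 0.5 mM as added) for 1 h at 37 °C, then compound for 1 h at 37 °C. Luminescence was read after 15 min at room temperature.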
# HEK293 tox – cytotoxicity in counter-screen for GLP-1R inverse agonists. Potency, µM (series often up to 38.3 µM), for inactives: at the top dose activity change, negative = inhibition, actives largely listed as inhibitors. hit rate 0.13% among 410,000. HEK293 cAMP-luciferase reporter cells, luminescence, 24 h;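 further: loss of luciferase light is scored as toxicity; potency means the concentration at half of the fitted maximal effect; on the % scale 0 is the no-effect control and ±100 the full control effect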
#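 MLSMR compounds, 24 hr on cells at 37 deg C/5% CO2; luminescence after luciferase reagent (12 min RT). Inhibition counted as the undesired cytotoxic outcome.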
# TDP-43 yeast inh – TDP-43 toxicity inhibition in yeast | Potency, µM (series often up to 46.1 µM), without a hit: at the top dose growth rescue (activation), actives largely listed as activators | TDP-43 expressing yeast growth rescue, BacTiter-Glo, 24 h | hit rate 1.8% among 410,000; further: potency means the concentration at half of the fitted maximal effect; % of control where 0% means no effect; nearly all actives have a fitted effect of over 50% in size
#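 Growth rescue of TDP-43-toxic yeast measured as ATP luminescence (BacTiter-Glo). Cells grown to mid-log in raffinose, induced in galactose at OD600=0.02, exposed to compound 24 hr at 30 deg C.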
# KB-V1 cytotox – KB-V1 MDR subline cytotoxicity; hit rate 3.4% among 400,000; KB-V1 MDR cells viability, CellTiter-Glo, 72 h; Potency, µM (highest dose often 46.1 µM), inactives show at the highest dose activity change, negative = cytotoxicity, usual class: cytotoxic; further: potency means the concentration at half of the fitted maximal effect; on the % scale 0 is the no-effect control and ±100 the full control effect; nearly all actives have a fitted effect of over 60% in size
#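 Luminescent ATP read-out (CellTiter-Glo, 10 min) measures survival of drug-selected KB-V1 MDR cells after 72 h, 37 degrees C compound exposure. Medium: phenol-red-free DMEM, 10% FBS. Values from fitted concentration-response curves.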
# aSyn yeast inh – inhibitors of alpha-synuclein toxicity in yeast. Yeast expressing alpha-synuclein, growth rescue, BacTiter-Glo, 24 h. Potency, µM (titrated, usually from 46.1 µM), for inactives: at the top dose growth rescue (activation), most hits filed as activators. hit rate 0.14% among 370,000; further: potency means the concentration at half of the fitted maximal effect; % of control where 0% means no effect; nearly all actives have a fitted effect of over 65% in size
#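 Rescue of yeast growth: cells expressing toxic alpha-synuclein, induced in galactose at OD600 0.02, incubated with compound 24 h at 30 C. ATP luminescence quantified growth; inhibitors of toxicity appear as activators.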
# * marks the source's active call; other numbers are inactive results; i = inactive; ? = inconclusive; / = no result given; & = joins results of further samples; [ ] = dose if it differs, or a comment. Unless noted, the call rests on the fitted dose curve; in most records, active means well fitted curve in the direction sought with a large enough effect; inconclusive means small, poorly fitted or top-dose-only effect, or another doubt; inactive means no such curve, though single readings can be large; an effect the other way counts as inactive or inconclusive.
Molecule	TDP-43 yeast inh	GLP1R inv ag	KB-V1 cytotox	DRD3 antagonist	DRD3 agonist	aSyn yeast inh	PTHR1 ag	GLP-1R agonist	HEK293 tox
Cc1cc(C)nc(NC(=O)NS(=O)(=O)Nc2ccc(Br)cn2)n1	15.4%	7.2%	13.0%	-20.0	3.5	-3.7%	i	-12.9%	-0.3%
CCC(=O)Nc1ccc(C(=O)n2ccc(C)n2)cc1	21.1%	13.7%	?	-2.3	0.5	11.1%	-0.6%	-2.2%	2.2%
CC(=O)NC(c1ccco1)c1ccc2cccnc2c1O (stereo not drawn)	1.7%	?	?	-62.2*	-6.3	?	i	-0.3%	?
CCOc1ccc(N2C(=O)CN=C2Nc2ccccc2Cl)cc1	-16.7%	-7.2%	1.9%	0.0	-3.3	0.9%	-19.0%[57.5 µM]	6.9%	-3.3%
O=C(Nc1ccc(Oc2ccccc2)nc1)C1CCCCN1Cc1cccc(O)c1 (stereo not drawn)	18.6%	?	?	21.1	-3.9	-0.8%	-10.8%	-1.2%	-21.7%
COc1ccccc1NC(=O)c1ccccc1SC	1.8%	-5.1%	11.1%	0.0	6.8	-1.5%	-1.7%[57.5 µM]	0.6%	-2.8%
Cc1cc(C)cc(-n2nnc(C(=O)NCc3ccccc3)c2N)c1	4.4%	-25.7%	-1.8%	11.7	-3.3	0.7%	i	5.4%	7.0%
Cc1ccc(C)c(CSc2nc3ncccc3[nH]2)c1	19.1%	-9.9%	/	/	6.6	/	-28.8%	/	2.2%
O=C(CSc1nc2ccc(NC(=O)CSc3nnnn3Cc3ccccc3)cc2s1)Nc1ccccc1	20.7%	0.8%	-6.2%	3.5	1.5	0.7%	-15.8%	-6.0%	-12.2%
Cc1cc(=O)c(C(=O)O)cn1Nc1ccc(Cl)cc1	0.5%	0.4%	4.9%	-52.8*	2.0	-1.7%	i	-11.8%	-9.0%
Nc1ncnc2c1ncn2[C@@H]1O[C@H](CNCc2ccc(OCC(=O)Nc3ccccn3)cc2)[C@@H](O)[C@H]1O	12.1%	5.1%	-3.6%	15.0	28.9	-2.1%	i	4.3%	-5.7%
CC(C)CC(c1nnnn1Cc1ccco1)N1CCN(C2CCCC2)CC1 (stereo not drawn)	-1.1%	12.3%	2.3%	-59.7*	0.6	6.4%	-1.9%	-3.0%	2.9%
O=C(c1cc2nc(-c3ccc(F)cc3)cc(C(F)(F)F)n2n1)N1CCOCC1	-3.9%	-11.7%	15.8%	-13.7	-3.7	-6.4%	i	1.2%	4.8%
O=C(CC(=O)Nc1ccc(Cl)cc1Cl)Nc1ccc(Cl)cc1Cl	-10.0%	9.2%	19.2%	5.5	3.8	2.4%	-6.8%	7.9%	8.9%
COc1cccc(NC(=O)CN(C)C(=O)CC2CC3CCC2C3)c1 (stereo not drawn)	-19.5%	-23.0%	-8.1%	-16.2	-21.3	-0.4%	-9.6%	-2.6%	9.0%
Cn1c(=O)c(=O)n(C)c2cc(S(=O)(=O)N3CCCC3C(=O)Nc3ccccc3F)ccc21 (stereo not drawn)	11.9%&-15.4%	4.1%&-0.8%	-0.7%	12.3	1.7&-3.1	-1.2%	-11.1%	4.1%	-1.6%&-1.9%
CCOC(=O)N1CCN(CC(=O)Nc2ccc(Oc3ccccc3)cc2)CC1	10.9%	?	-7.6%	4.5	6.0	8.6%	-24.9%	0.8%	6.8%
Cc1ccc(CNC(=O)C2CC(=O)N(CCC(C)C)C2)cc1 (stereo not drawn)	-3.8%	14.8%	-4.9%	-2.2	-1.3	1.0%	-24.9%	1.2%	-6.9%
COc1cc(C(=O)ON=C2C=C(C)C(=O)C(C)=C2)cc(OC)c1OC	11.8%	98.7%[activator]	-2.1%	-6.7	-7.9	9.5%	-0.5%	5.4%	2.2%
Cc1ccc(S(=O)(=O)N(Cc2ccc(F)cc2)C(=O)N2CCN(C)CC2)cc1	-14.1%	2.6%	0.0%	6.9	1.0	3.6%	i	-0.8%	0.0%
CCOC(=O)c1ccc(NC(=O)CCS(=O)(=O)c2ccc(Br)s2)cc1	6.1%	?	-27.0%	-1.9	-2.8	9.4%	-14.8%	-4.6%	-9.1%
COc1cccc2cc(C(=O)NCc3ccc(Cl)cc3)c(=O)oc12	-22.0%	-15.4%	-21.5%	-6.8	-2.5	-8.0%	-25.0%	9.4%	4.9%
Cc1ccc(C)c(N2CCN(C(=O)c3cc4c(=O)n(Cc5cccs5)ccc4nc3C)CC2)c1	-37.4%[inhibitor]	?	?	/	-5.0	/	-23.0%	/	-14.9%
CCOC(=O)Cc1nnc(NC(=O)C23CC4CC(CC(C4)C2)C3)s1	2.5%	?	2.0%	5.4	2.2	4.1%	-0.7%	15.5%	-3.1%
CC(NC(=O)COC(=O)/C=C/c1cccc(F)c1)c1ccccc1 (stereo not drawn)	19.7%	0.4%	1.3%	-13.0	-5.7	-2.2%	i	-4.3%	6.8%
Cc1ccc(C(=O)O)cc1NC(=O)CSc1nnc(-c2ccccc2F)n1C1CCCCC1	1.1%	-21.9%	13.9%	-11.9	-0.4	2.7%	i	-1.9%	1.5%
CCCOc1ccc(NC(=O)CC2C(=O)N(Cc3ccccc3)C(=S)N2Cc2cccs2)cc1 (stereo not drawn)	17.6%	?	?	-0.8	2.3	?	i	-2.6%	-2.4%
C=CC[C@@H](CC(=O)N[C@@H](CO)Cc1ccccc1)C(=O)N[C@@H](COC(=O)[C@H](CC=C)CC(=O)OC(C)(C)C)Cc1c[nH]c2ccccc12	14.0%	?	12.4%	8.8	2.7	15.8%	1.2%	-0.7%	?
O=C(NCCN1CCNC1=O)C1CCC(=O)N(CCc2ccc(Cl)cc2)C1 (stereo not drawn)	-12.8%	16.6%	?	6.3	-14.3	11.8%	-20.5%	0.0%	4.4%
Cc1ccc(C)c(OCCC(=O)OCC(=O)NNC(=O)c2ccccc2)c1	11.9%	3.5%	10.4%	-10.9	-1.6	-0.3%	-19.6%	-3.4%	1.7%

# 3 compounds out of the list, sorted by SMILES length, rising:
Molecule	TDP-43 yeast inh	GLP1R inv ag	KB-V1 cytotox	DRD3 antagonist	DRD3 agonist	aSyn yeast inh	PTHR1 ag	GLP-1R agonist	HEK293 tox
COc1ccccc1NC(=O)c1ccccc1SC	1.8%	-5.1%	11.1%	0.0	6.8	-1.5%	-1.7%[57.5 µM]	0.6%	-2.8%
O=C(NCCN1CCNC1=O)C1CCC(=O)N(CCc2ccc(Cl)cc2)C1 (stereo not drawn)	-12.8%	16.6%	?	6.3	-14.3	11.8%	-20.5%	0.0%	4.4%
O=C(c1cc2nc(-c3ccc(F)cc3)cc(C(F)(F)F)n2n1)N1CCOCC1	-3.9%	-11.7%	15.8%	-13.7	-3.7	-6.4%	i	1.2%	4.8%

# (listing goes on)
Molecule	TDP-43 yeast inh	GLP1R inv ag	KB-V1 cytotox	DRD3 antagonist	DRD3 agonist	aSyn yeast inh	PTHR1 ag	GLP-1R agonist	HEK293 tox
O=C(C(=O)N1CCN(CCN2CCOCC2)CC1)c1ccccc1	10.1%	7.3%	-14.0%	-0.1	-4.5	-2.0%	-0.2%	/	27.4%
CNc1ccccc1C(=O)OC	4.5%	-7.7%	10.0%	-6.2	0.3	-1.4%	-13.3%	-5.1%	3.5%
O=C(NC(=S)Nc1cc([N+](=O)[O-])ccc1O)C1CC1	-8.9%	36.0%[activator]	-12.6%	?	-7.1	-3.2%	-47.7%[inhibitor]	-4.1%	?
CCC(=O)c1ccc(OCC(=O)OCC(=O)NCC2CCCO2)cc1 (stereo not drawn)	-10.5%	13.8%	0.0%	-3.0	2.8	-1.4%	29.0%	-0.8%	14.1%
COc1cccc(-c2nnc(NC(=O)CCS(=O)(=O)c3ccc(C)cc3)o2)c1	-11.7%	4.7%	12.8%	-3.3	-5.8	0.7%	i	-5.5%	12.7%
Cc1ccccc1S(=O)(=O)/N=C(/c1ccccc1)N1CCOCC1	-19.2%	8.7%	-6.0%	2.9	0.9	2.0%	4.8%	3.3%	-7.2%
Cc1ccc(C(C(=O)NC(C)(C)C)N(Cc2ccco2)C(=O)CCC(=O)Nc2ccccn2)cc1 (stereo not drawn)	-14.7%	?	-9.4%	-3.9	-3.8	2.1%	i	7.8%	-18.1%
CCSc1cc(C)nc2c(-c3ccccc3)cnn12	0.0%	4.2%	?	23.3	0.9	12.0%	-34.9%[inhibitor]	6.9%	-13.3%
N#CCC(=O)Nc1ccc(C(=O)NCC2(N3CCOCC3)CCCCC2)cc1	-2.7%	22.2%	29.1%	-12.6	-9.5	0.6%	-17.5%	-0.8%	-7.6%
Cc1ccc(Cc2c(-c3ccco3)nc3c4ccccc4ccn23)cc1	0.0%	?	?	-5.2	3.3	12.6µM*	-20.1%	-3.9%	4.8%
COc1ccc(F)cc1S(=O)(=O)NC1CC(C)(C)NC(C)(C)C1	-4.1%	-1.8%	17.1%	8.6	-5.1	-6.8%	-9.7%[57.5 µM]	-6.2%	5.3%
CC1CCCN(C(=O)COC(=O)c2cccc(NS(=O)(=O)c3ccccc3)c2)C1 (stereo not drawn)	14.1%	-3.0%	5.7%	5.8	15.0	2.2%	-34.4%[inhibitor]	-8.1%	-2.7%
CCOP(=O)(OCC)/C(C#N)=C/c1c[nH]c2ccccc12	7.6%	?	-1.4%	4.1	2.4	15.9%	-15.9%	-1.0%	-20.8%
O=C(NC1CC1)c1ccc2nc([C@H]3C[C@H](O)[C@@H](CO)O3)[nH]c2c1	9.1%	22.7%	2.4%	15.5	4.9	0.9%	i	-0.8%	2.5%

# Bioassay records: PubChem, National Center for Advancing Translational Sciences (NCATS)

# These rows are one share of the data; count on the stated rates, not on these rows.
